Assay outcomes deposited in PubChem BioAssay by several laboratories.
Mtb FBA inh = inhibits M. tuberculosis FBA enzyme | 360,000 compounds, 2.3% hits | purified M. tuberculosis FBA, fluorescence read-out | inhibition, % at 1 µM | P9WQA3; in the data active = inhibition above about 27%;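 also: 0% = vehicle and 100% = reference inhibitor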
UGM FP inh = inhibitors of M. tuberculosis UDP-galactopyranose mutase; inhibition, % at 10 µM; purified UGM, fluorescence polarization probe displacement; P9WIQ1; 320,000 compounds, 0.06% hits; in the data active = inhibition above about 10%, passing the limit was not always enough; inconclusive = no clear call, values can overlap the other calls
Target sequence (P9WIQ1 whole entry, looked up): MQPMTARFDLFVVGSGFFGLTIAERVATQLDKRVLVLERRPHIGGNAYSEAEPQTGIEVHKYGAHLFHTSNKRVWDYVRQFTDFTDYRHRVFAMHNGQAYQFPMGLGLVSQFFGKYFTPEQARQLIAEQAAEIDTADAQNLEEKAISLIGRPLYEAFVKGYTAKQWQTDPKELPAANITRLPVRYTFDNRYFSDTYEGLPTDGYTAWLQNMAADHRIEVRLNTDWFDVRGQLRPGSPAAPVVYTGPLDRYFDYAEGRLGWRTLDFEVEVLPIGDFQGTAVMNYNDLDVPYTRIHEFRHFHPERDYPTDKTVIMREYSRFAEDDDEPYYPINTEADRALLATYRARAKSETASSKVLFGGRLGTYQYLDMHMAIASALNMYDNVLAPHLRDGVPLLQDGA
VHR inh abs = inhibitors of human VHR1 phosphatase (DUSP3); 290,000 compounds, 0.52% hits; inhibition, % at 13.3 µM; AID 1654; P51452; recombinant VHR phosphatase, pNPP absorbance; in the data active = inhibition above about 50%; also: some compounds called inactive have numbers as strong as hits
Target sequence (P51452 whole entry, looked up): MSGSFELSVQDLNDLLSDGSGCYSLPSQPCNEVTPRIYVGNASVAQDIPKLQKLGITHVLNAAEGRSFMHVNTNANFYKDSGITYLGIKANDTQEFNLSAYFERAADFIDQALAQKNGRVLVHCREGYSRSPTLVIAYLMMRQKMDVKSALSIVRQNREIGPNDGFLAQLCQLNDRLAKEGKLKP
Rv3671c protease = Rv3671c (M. tuberculosis) protease inhibition. 320,000 compounds, 0.048% hits. inhibition, % at 5.96 µM; in the data active = inhibition above about 38%;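 also: extracellular domain of Rv3671c used as enzyme; 0% = enzyme with DMSO and 100% = no enzyme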
BioA inh = BioA (M. tuberculosis) enzyme inhibition | purified M. tuberculosis BioA enzyme, plate reader | inhibition, % at 9.99 µM | 360,000 compounds, 0.096% hits | AID 602481; in the data active = inhibition above about 40%; inconclusive = no clear call, values can overlap the other calls
GDH-TPI inh = inhibits GDH-TPI coupling enzymes, artifact for Mtb FBA screen; GDH-TPI coupled enzyme counterscreen, NADH absorbance; inhibition, % at 4.8 µM; 360,000 compounds, 1.2% hits;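 also: 0% = DMSO wells and 100% = wells lacking the enzyme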
MazF activator = increases E. coli MazEF RNase cleavage of RNA; 350,000 compounds, 0.32% hits; activation, % at 20 µM; P0AE70; FAM/BHQ RNA-DNA oligo cleavage fluorescence, 5 h; in the data active = activation above about 50%
Target sequence (P0AE70 whole entry, looked up): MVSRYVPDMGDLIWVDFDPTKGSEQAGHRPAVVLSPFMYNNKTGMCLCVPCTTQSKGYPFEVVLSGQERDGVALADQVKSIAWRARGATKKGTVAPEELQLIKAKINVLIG
FadD28 FP inh = M. tuberculosis FadD28 bisubstrate binding inhibition; FadD28 bisubstrate probe binding, fluorescence polarization; 360,000 compounds, 0.22% hits; inhibition, % at 12.5 µM; in the data active = inhibition above about 8.5%, passing the limit was not always enough; inconclusive = no clear call, values can overlap the other calls
CCHF vOTU inh = CCHFV vOTU protease inhibition | Pep-AMC fluorescence | inhibition, % at 11.5 µM | 370,000 compounds, 0.55% hits; also: 0% = vehicle wells with enzyme and 100% = no enzyme wells
BoNT-F LC inh = inhibitors of Botulinum neurotoxin F light chain protease; inhibition, % at 10 µM; 360,000 compounds, 0.22% hits; Multiplex microsphere protease cleavage assay, flow cytometry; AID 588497; in the data active = inhibition above about 35%, passing the limit was not always enough; inconclusive = no clear call, values can overlap the other calls; also: plate controls were buffer without enzyme for full effect and enzyme alone for no effect
The depositor's hits bear a star; ? = inconclusive; · = no result given; & = joins results of further samples. Rule as the data show it, unless noted: active = inhibition above about 30%; inactive = the rest.

Every second line gives: VHR inh abs	Rv3671c protease	Mtb FBA inh	MazF activator	BoNT-F LC inh	BioA inh	GDH-TPI inh	FadD28 FP inh	CCHF vOTU inh	UGM FP inh
COC(=O)C1=C(C)n2cnnc2NC1c1ccc(Cl)cc1 (centres undefined)
→ 11	9	0	11	-7	-2.3	4	-3.0	-4	-2.8
CCN(CC)S(=O)(=O)c1ccc(OC)c(NC(=S)Nc2cccc(C)c2C)c1
→ -3	3	1	-12	-5	·	5	-1.6	-5	0.6
Cc1ccc(S(=O)(=O)N(Cc2ccc(C(F)(F)F)cc2)C(=O)N2CCN(C)CC2)cc1
→ ·	0	1	-2	-6	0.0	2	0.6	-10	0.8
Cc1ccsc1/C=N/NC(=O)C(O)c1ccccc1 (centres undefined)
→ -8	1	1	-3	7	-1.2	13	-2.8	-6	-2.1
CCCNC(=O)N1CCC(c2nc3ccccc3s2)CC1
→ ·	0	3	8	17	0.4	-5	-1.0	-11	-0.4
CC(NC(=O)c1ccc(N2CCCC2=O)cc1)c1ccccc1 (centres undefined)
→ 17	-4	4	5	-4	-0.6	3	-1.0	-19	2.5
CC(C)c1ccc(NC(=O)COc2nnc(-c3cccs3)c(-c3cccs3)n2)cc1
→ 19	-3	1	-4	4	0.0	10	-1.3	-9	5.5
O=CN1CCC(=O)N(Cc2ccccc2)c2ccccc21
→ 14	-12	3	0	-6	-0.1	6	-1.6	-4	-2.4
CNS(=O)(=O)c1cccc(C(=O)NC2CCCc3ccccc32)c1 (centres undefined)
→ 23	-7	5	5	3	-0.2	8	0.6	7	2.4
CCc1ccc(-c2nnn(CC(=O)N(C3CCCC3)C3CCS(=O)(=O)C3)n2)cc1 (centres undefined)
→ ·	6	6	-3	-2	-3.9	3	0.7	3	·
C=CCN1c2ccccc2[C@]23C[C@@H](C(=O)OC)N=C2NC(C(=O)OC)=C(C(=O)OC)[C@H]13
→ 7	-1	-3	4	-7	-0.8	3	-2.5	-4	-0.6
CCCS(=O)(=O)N1CCN(Cc2ccc3c(c2)c2ccccc2n3CC)CC1
→ 2	-2	2	-2	3	-0.4	2	-4.2	12	0.1
COc1cccc(C(=O)N2CCn3c2nc2ccccc23)c1
→ 14	6	-1	2	-2	-0.2	0	-1.0	0	1.7
Cc1nnc(NC(=O)CC(C)c2ccccc2)s1 (centres undefined)
→ 5	0	0	12	-16	-1.5	3	-3.2	-4	-0.8
Cc1ccc2c(CC(=O)NC3CCS(=O)(=O)C3)coc2c1C (centres undefined)
→ -7	-2	1	-3	1	-2.1	8	-2.0	-18	-3.7
CCc1nc2c(C#N)c(-c3ccc(Cl)cc3)ccn2n1
→ 6	4	11	1	?	0.5	5	-2.0	3	1.8
Cn1c(=O)c2cc(NC(=O)CCc3ccc(O)cc3)ccc2n1Cc1cccc(C(F)(F)F)c1
→ ·	·	101*	·	-6	-0.7	7	0.6	-97	·
Cc1ccc(NC(=S)N2CCN(c3ccccc3F)CC2)c(C)c1
→ -10	3	1	-4	?	-3.1	0	-0.3	3	-0.4
CC(=O)c1cccc(-c2ccnc3c2CC(C(=O)NCc2ccc(N4CCN(C)CC4)cc2)O3)c1 (centres undefined)
→ ·	·	1	·	-6	2.3	10	0.0	-2	·
Cc1cccc(N(Cc2cc3ccccc3[nH]c2=O)C(=O)c2cccs2)c1
→ 9	3	1	6	0	·	-1	-4.9	10	3.4

Continued, overlapping the part above by 2 compounds.
Every second line gives: VHR inh abs	Rv3671c protease	Mtb FBA inh	MazF activator	BoNT-F LC inh	BioA inh	GDH-TPI inh	FadD28 FP inh	CCHF vOTU inh	UGM FP inh
CC(=O)c1cccc(-c2ccnc3c2CC(C(=O)NCc2ccc(N4CCN(C)CC4)cc2)O3)c1 (centres undefined)
→ ·	·	1	·	-6	2.3	10	0.0	-2	·
Cc1cccc(N(Cc2cc3ccccc3[nH]c2=O)C(=O)c2cccs2)c1
→ 9	3	1	6	0	·	-1	-4.9	10	3.4
Oc1c(Cl)cc(CN2CCOCC2)c2cccnc12
→ ·	7	0	3	1	-0.9	0	-2.3	5	2.1
CCCC(C)(C)NC(=O)CCCCC(=O)NC(C)(C)CCC
→ 14	-11	-2	-3	15	·	-3	0.7	23	3.0
COc1ccccc1N(CC(=O)N1CCN(Cc2ccccc2)CC1)S(=O)(=O)c1ccccc1
→ ·	·	-2	3	-5	-2.0	3	-3.1	3	·
CC(C)OC(=O)c1cc(NC(=S)Nc2ccc([N+](=O)[O-])cc2)cc(C(=O)OC(C)C)c1
→ 5	-6	9	3	0	-1.2	14	-6.8	16	-0.9
O=C(NC(=S)Nc1ccc(Cc2ccncc2)cc1)c1ccccc1
→ 6	-2	1	5	0	0.6	9	0.5	-3	-1.2
CN(C)C(CNC(=O)c1ccc(NC(=O)CC#N)cc1)c1ccccc1 (centres undefined)
→ 19	-16	1	2	-13	·	-1	-7.2	-15	1.7
O=S(=O)(Nc1ccc(-n2cccc2)cc1)c1ccccc1
→ 5	5	2	8	7	0.8	-1	-2.9	17	-0.4
COc1cccc(C(=O)NNC(=O)c2ccccc2)c1
→ 12	·	-1	-11	?	0.6	3	-1.6	-9	-3.1
COc1ccc(C(=O)NC(CCSC)C(=O)NC2CC2)cc1 (centres undefined)
→ ·	-4	3	-1	-4	-0.7	4	-0.1	-19	-1.3
N#CCCCn1c(=O)oc2ccccc21
→ 2	-9	4	-9	2	·	2	-1.6	-3	1.8
COc1ccc(/C=C/C(=O)Oc2ccc(C)c(C)c2)cc1OC
→ 6	-9	-6	-8	-4	·	17	-1.3	-5	-1.0
Cc1c(C(=O)C(=O)N2c3ccc(F)cc3CCC2C)c2ccccc2n1C (centres undefined)
→ -1	2	-3	-5	-2	1.3	9	-4.9	11	-1.3
CCN(CC)CC(=O)NC12CC3CC(CC(C3)C1)C2
→ 12	0	-1	1	-10	-1.9	3	0.8	7	-2.8
CCCCC(=O)N(C)c1c(CC)nc2c(OCCC)cccn12
→ ·	·	-6	·	0	1.0	-5	-4.4	7	·
COc1cc(N2CCCC2)ccc1[N+](=O)[O-]
→ 6	-7	-18	-4	-1	·	0	0.6	11	1.5
Cc1ccccc1Cn1c(=N)n(CC(=O)c2ccc([N+](=O)[O-])cc2)c2ccccc21
→ 0	2	-1	23	0	·	-9	-4.6	-14	1.1
COc1cc(/C=C/C(=O)OCC(=O)Nc2ccc(S(=O)(=O)N3CCCC3)cc2)ccc1O
→ 4	-15	-1	16	-6	·	22	-1.7	6	0.9
CC(C)NC(=O)C1(C)CCCCN1Cc1cccc(C(F)(F)F)c1 (centres undefined)
→ ·	·	2	·	-2	0.7	5	-2.9	0	·
O=C(Cn1nnc2ccccc2c1=O)Nc1ccc2c(c1)CCC2
→ 10	-8	3	10	-10	-1.1	1	-0.8	-6	2.9
COc1ccc(CN2CCN(c3ccccc3F)CC2)c(OC)c1
→ -3	-1	·	·	·	·	·	·	4	-2.2
COc1ccc(C(=O)Nc2nccs2)cc1[N+](=O)[O-]
→ -15	-7	-1	4	4	-0.7	14	-1.2	-9	3.4
Cc1c(C(=O)N2CCN(C)CC2)oc2c1C(=O)CC(C)(C)C2
→ -9	-1	-2	1	5	0.2	-1	-1.4	-8	-1.0
CN(C)c1nc(C#N)nc(N(C)C)n1
→ 29	5	2	9	-3	-2.2	-2	-0.7	-17	-0.7
Cc1cccc(NC(=O)c2cc(S(=O)(=O)N3CCOCC3)cn2C)c1C
→ 13	1	-3	3	-5	0.5	-2	-2.9	6	3.0
Cc1cc(C)c2oc(-c3ccc(C)c(NC(=S)NC(=O)/C=C/c4ccco4)c3)nc2c1
→ 0	-1	2	5	-9	-1.4	11	-3.8	11	-0.7
CCc1ccc(NC(=O)C(=O)NNC(=O)c2cccs2)cc1
→ -29	3	1	0	2	-1.0	11	-0.4	-17	3.4
Cn1cccc1/C=C1\SC(=S)N(NC(=O)c2ccc(F)cc2)C1=O
→ 5	-6	-33	-97	-11	·	3	2.5	9	0.5
O=C1CC(c2ccco2)CC(O)=C1C=NCC1NCCc2ccccc21 (centres undefined)
→ 4	-1	-2	2	-17	-2.5	6	-0.2	15	-1.2
Cc1ccc(C(=O)N/C(=C\c2sccc2C)C(=O)NCc2ccco2)cc1
→ 15	9	-2	5	-8	0.7	22	-1.8	10	-1.6
CCc1cccc(OCCOC(=O)CNS(=O)(=O)c2ccc(NC(C)=O)cc2)c1
→ ·	·	-5	-9	22	-1.6	-2	-3.4	14	·
COc1cc(/C=C2/S/C(=N/S(=O)(=O)Cc3ccccc3)NC2=O)c([N+](=O)[O-])cc1OC
→ 33	11	-3	-14	-6	-0.2	34*	3.9	10	1.8
COc1cccc(CN2CCN(C(=O)COc3ccc4ccccc4c3)CC2)c1
→ 10	-5	3	-6	-5	-2.1	5	-1.8	5	4.4
CCCn1c(SC(C)C(=O)NC2CCCC2)n[nH]c1=O (centres undefined)
→ ·	·	1	2	·	-1.2	7	0.3	-8	·
CCCCC(=O)N1C/C=C\C(c2ccc(OC)cc2)N(Cc2ccc(F)cc2)C(=O)C1 (centres undefined)
→ 23	-7	2	-11	-10	-0.3	5	-3.9	1	2.5
COc1ccc(/C=C2/CSC/C(=C/c3ccc(OC)c(OC)c3)C2=O)cc1OC
→ ·	·	2	9	-11	·	16	-1.2	3	·
CCN(C(=O)COC(=O)C1CCN(S(=O)(=O)c2ccc(C)c(C)c2)CC1)C1CCCCC1
→ ·	-3	-1	0	-3	5.9	11	-0.8	12	2.4
Cn1nc(-c2ccccc2)c2cc([N+](=O)[O-])ccc21
→ 9	1	1	16	·	-0.1	11	-0.4	8	2.7
CCCc1nc2c(sc3nc4c(cc32)COC(C)(C)C4)c(=O)n1CCN(CC)CC
→ 16	13	1	5	-4	-0.2	-3	-1.1	0	-0.3
CC(C)=CCc1ccc(O)c(=O)cc1C(C)C
→ ·	·	0	-1	-2	0.5	8	0.1	-2	·
C[C@H]1CN([C@@H](C)CO)C(=O)CCCn2cc(nn2)CO[C@@H]1CN(C)C(=O)Nc1ccccc1F
→ ·	·	-1	7	-5	-1.0&1.0	1	0.5	19	·
Cc1cc(C(=O)N/N=C/c2cc(Br)ccc2OC(=O)c2ccccc2Cl)n[nH]1
→ 36	12	-3	-15	4	-1.8	11	-4.6	0	-1.7
NC(=O)c1ccc(NC(=O)Cc2ccc(S(=O)(=O)N3CCCCC3)cc2)cc1
→ ·	-15	0	2	-3	-3.0	1	-4.5	-1	0.7
